p-CIP stab down: lowers stability of the mouse p/CIP coactivator protein; Q05BA5; F442A p/CIP-EGFP cells, EGFP fluorescence, 16 h; decrease of EGFP signal, % at 10 µM; 0.01% of 290,000 active; AID 1984;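 active means EGFP signal decrease of at least 30% at 10 µM or well 3 SD below plate mean, unless failing retest; inactive means the rest, including hits failing retest or dose response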; further: some compounds called inactive have numbers as strong as hits; many of its hits are not listed in these tables
IDE act: activators of human insulin-degrading enzyme in cells; HEK cells, FAbeta-B cleavage, fluorescence polarization; 0% vehicle, 100% cell-free pure enzyme wells; activation, % at 5.96 µM; AID 493087; 0.073% of 340,000 active; P14735;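 active means activation above the mean of all tested compounds plus 3 SD, set per screening campaign, cut at about 17% in these data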
IDE cell inh: cellular human IDE inhibition; 0.41% of 320,000 active; inhibition, % at 5.59 µM; AID 434962; HEK cells, FAbetaB cleavage, fluorescence polarization; P14735;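 active means percent inhibition above the average of all tested compounds plus 3 SD, set per screening campaign, cut at about 16% in these data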;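 further: IDE supplied by intact live HEK cells; FP after avidin binding of uncleaved biotin substrate so inhibition keeps polarization high; 0% = DMSO wells and 100% = 60 µM reference IDE inhibitor Ii1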
IMP-1 inhibitor: inhibitors of Pseudomonas aeruginosa IMP-1 metallo-beta-lactamase | purified IMP-1, nitrocefin hydrolysis, epi-absorbance fluorescence | inhibition, % at 5.6 µM | 0.45% of 290,000 active | AID 1556;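 active means inhibition above the mean plus 3 SD of all compounds in the same screening run, cut at about 4.5% in these data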;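 further: 0% = IMP-1 with DMSO and 100% = DMSO wells lacking enzyme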
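Assay system: purified recombinant IMP-1 beta-lactamase. Input: IMP-1 0.2 nM before substrate addition. Buffer or medium: Zinc- and detergent-supplemented HEPES buffer, pH 7.1. Schedule: 25 °C, 15 min preincubation, 25 min reaction. Signal: Epi-absorbance fluorescence, 480 nm excitation, 530 nm emission. Evaluation: percent inhibition from optical density relative to buffer-blank wells.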
GPR7 antag: blocks human GPR7 receptor signaling | inhibition, % at 4.4 µM | 1.1% of 290,000 active | GPR7-expressing cells, fluorescence antagonist assay; in the data active means inhibition above about 16%, passing the limit was not always enough;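 further: cells stimulated with the agonist NPW; 0% = agonist with vehicle and 100% = vehicle without agonist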
Target sequence (P48145 whole entry, looked up): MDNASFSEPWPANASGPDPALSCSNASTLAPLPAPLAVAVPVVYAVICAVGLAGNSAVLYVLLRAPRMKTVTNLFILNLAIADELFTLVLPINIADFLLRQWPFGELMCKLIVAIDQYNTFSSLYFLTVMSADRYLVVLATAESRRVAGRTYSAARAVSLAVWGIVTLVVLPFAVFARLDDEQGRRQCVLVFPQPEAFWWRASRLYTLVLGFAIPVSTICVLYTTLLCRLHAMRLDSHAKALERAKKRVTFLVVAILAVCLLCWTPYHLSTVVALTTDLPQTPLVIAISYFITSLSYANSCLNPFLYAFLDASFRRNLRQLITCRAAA
NALP1 yeast inh: blocks the NALP1 inflammasome reconstituted in yeast; S. cerevisiae NALP1/ASC/caspase-1 growth, X-gal OD620, 72 h; inhibition, % at 10 µM; 0.61% of 280,000 active; in the data active means inhibition mostly above about 24%, no sharp cut-off; inactive means mostly below about 32%; further: some compounds called inactive have numbers as strong as hits
VIM-2 inh: blocks Pseudomonas aeruginosa VIM-2 metallo-beta-lactamase; 0.89% of 290,000 active; inhibition, % at 5.6 µM; purified VIM-2, nitrocefin hydrolysis, epi-absorbance fluorescence;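 active means inhibition above the mean of all tested compounds plus 3 SD, cutoff set per screening run, cut at about 7.5% in these data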;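 further: red hydrolysis product quenches plate fluorescence so inhibitors raise well fluorescence; 0% = enzyme with DMSO and 100% = DMSO without enzyme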
PHOSPHO1 block: blocks human PHOSPHO1 phosphatase activity; Q8TCT1; recombinant PHOSPHO1, absorbance phosphatase assay; inhibition, % at 13.3 µM; 1.1% of 290,000 active; AID 1565; in the data active means inhibition above about 60%
Target sequence (Q8TCT1 whole entry, looked up): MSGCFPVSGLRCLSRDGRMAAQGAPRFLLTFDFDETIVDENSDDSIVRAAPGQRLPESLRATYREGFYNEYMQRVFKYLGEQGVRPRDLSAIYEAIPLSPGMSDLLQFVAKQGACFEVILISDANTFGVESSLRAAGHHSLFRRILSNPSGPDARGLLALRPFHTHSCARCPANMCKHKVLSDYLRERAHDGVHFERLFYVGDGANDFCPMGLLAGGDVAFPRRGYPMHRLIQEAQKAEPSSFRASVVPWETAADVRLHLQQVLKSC
PfM18AAP inh: PfM18AAP enzyme inhibition; 1.2% of 290,000 active; recombinant PfM18AAP, H-Glu-NHMec fluorogenic cleavage; inhibition, % at 7.35 µM;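 active means inhibition above the campaign mean inhibition over all tested compounds plus 3 SD, cut at about 28% in these data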;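 further: 0% = plate median of test compound wells and 100% = 2 mM ZnCl2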
An asterisk follows results filed as active; / = not tested or not shown.

p-CIP stab down,IDE act,IDE cell inh,IMP-1 inhibitor,GPR7 antag,NALP1 yeast inh,VIM-2 inh,PHOSPHO1 block,PfM18AAP inh,smiles
-2,4,4,0.2,-10,20,-6.0,29,1,CCOc1ccc(CNC(=O)C(C)n2nc(C)c3c(C)n(-c4ccccc4)nc3c2=O)cc1 (stereo unspecified)
0,3,-1,-1.6,0,-6,-2.6,8,9,Cc1cc(C)c2c(=O)[nH]c(SCC(=O)c3ccc(C(C)C)cc3)nc2n1
-24,2,5,-6.3,-9,23,-3.6,-8,-3,COc1ccc(OC)c(NC(=O)[C@@H]2CCCN2C(=O)c2cccs2)c1
-11,-1,2,-4.5,-2,11,-3.5,-11,-11,COC(=O)c1cc(=O)nc2scc(C)n12
4,0,-2,-2.1,-7,23,-7.5,5,-7,CCC(CC)C(=O)Nc1cccc(C(=O)N2CCOCC2)c1
-10,-2,-3,-2.6,-18,4,-2.0,37,0,COc1ccc2oc(N)c(C=O)c(=O)c2c1
6,/,/,-0.6,0,8,-1.6,-6,-3,CCOC(=O)C1Cc2cc3c(cc2C1=O)CC(C(=O)OCC)C3=O (stereo unspecified)
0,5,-6,1.1,0,20,1.7,48,2,COc1ccc(CN2CCC(n3nccc3NC(=O)C3CCCC3)CC2)c(OC)c1
-2,4,7,-2.3,-8,9,-2.2,20,3,Cc1c(Cl)cccc1N1CC(C(=O)Nc2nccs2)CC1=O (stereo unspecified)
/,/,/,-0.1,-12,/,1.5,/,6,COCCCNC(CC(=O)Nc1ccccc1C(=O)OC)C(=O)O (stereo unspecified)
-8,4,2,-4.0,3,25,0.2,3,-4,Cc1[nH]c2ccccc2c1N=Nc1cccc(C(=O)O)c1
-7,3,2,-3.1,-9,6,-3.5,3,-4,CC(c1ccccc1)n1cc(C(=O)NCCN2CCOCC2)nn1 (stereo unspecified)
-55,9,-1,-2.0,-2,20,0.4,-17,-16,CC(C(=O)N1CCN(C)CC1)N1C(=O)c2ccccc2C1=O (stereo unspecified)
-19,-4,-7,-3.4,-6,5,-3.1,30,-7,CC1=CC(c2ccccc2)n2nc(NS(=O)(=O)c3ccc(C)cc3)nc2N1 (stereo unspecified)
-13,1,2,-1.6,2,10,-2.2,34,1,CC(=O)Nc1ccccc1S(=O)(=O)CC1CC1(Cl)Cl (stereo unspecified)
-9,2,2,-3.3,-1,-2,-4.0,20,3,COc1ccc(CNC(=O)C2CCC(=O)N(CC3CCCCC3)C2)cc1 (stereo unspecified)
-1,2,-2,-4.8,-3,-2,-1.6,4,5,CCN(CC)S(=O)(=O)c1cccc(-c2n[nH]c(=S)n2C)c1
-8,4,-3,/,/,/,/,26,/,COC(=O)CCCC1=CC2=C(c3ccccc3)C(=O)C(C)(OC(=O)C3CCCC3)C(=O)C2=CN1CCCCO (stereo unspecified)
11,6,5,-0.3,9,1,-1.5,21,7,Cc1c(NC(=O)CN2C(=O)NC3(CCCC3)C2=O)c(=O)n(-c2ccccc2)n1C
-1,1,1,-1.3,1,3,-5.2,19,1,CCN(c1ccccc1)S(=O)(=O)c1cccc(C(=O)NCC(c2cccs2)N(C)C)c1 (stereo unspecified)

Single records (already shown). Screens in order: p-CIP stab down | IDE act | IDE cell inh | IMP-1 inhibitor | GPR7 antag | NALP1 yeast inh | VIM-2 inh | PHOSPHO1 block | PfM18AAP inh
Results for `CCN(CC)S(=O)(=O)c1cccc(-c2n[nH]c(=S)n2C)c1` : -1 | 2 | -2 | -4.8 | -3 | -2 | -1.6 | 4 | 5
Results for `COC(=O)CCCC1=CC2=C(c3ccccc3)C(=O)C(C)(OC(=O)C3CCCC3)C(=O)C2=CN1CCCCO` (stereo unspecified) : -8 | 4 | -3 | / | / | / | / | 26 | /
Results for `COc1ccc(CNC(=O)C2CCC(=O)N(CC3CCCCC3)C2)cc1` (stereo unspecified) : -9 | 2 | 2 | -3.3 | -1 | -2 | -4.0 | 20 | 3

New compounds follow:
p-CIP stab down,IDE act,IDE cell inh,IMP-1 inhibitor,GPR7 antag,NALP1 yeast inh,VIM-2 inh,PHOSPHO1 block,PfM18AAP inh,smiles
-8,1,5,-3.4,-4,-15,-1.8,3,3,CCC(C)NC(=O)C(NS(=O)(=O)c1ccc2c(c1)c(=O)n(C)c(=O)n2C)c1ccccc1 (stereo unspecified)
-8,3,-1,-4.1,-9,-13,-4.3,42,26,COc1ccc(-n2c(CNC(=O)COc3ccc(Cl)cc3)n[nH]c2=S)cc1
-9,-2,1,-1.7,10,-4,-5.6,43,4,COCCn1nnnc1C(c1ccc(Cl)cc1)N1CCN(C(=O)c2ccco2)CC1 (stereo unspecified)
-13,5,0,-2.9,-13,14,-5.3,18,4,CCOc1ccc(OCC)c(NC(=O)C2C3C=CC(O3)C2C(=O)NCc2ccco2)c1 (stereo unspecified)
11,-1,4,-2.4,-14,-3,-2.1,-19,-5,CCCN(CCC)c1nc(N(CCC)CCC)[nH]c(=O)n1
-10,-1,0,-2.3,-19,3,-2.1,39,-4,Cc1ccc(F)c(NC(=O)c2cncn2-c2ccccc2)c1
11,/,/,-1.8,-20,30,-3.7,102*,19,c1ccc2[nH]c(SN3CCOCC3)nc2c1
3,-5,8,-5.3,9,-3,-2.2,29,-2,CCOC(=O)CCC(=O)Nc1ccc(S(=O)(=O)N2CCc3ccccc32)cc1
-15,-10,11,-1.8,-7,-5,-1.5,31,-11,Cc1csc(C(=O)O)c1NC(=O)c1ccc(F)cc1
-6,8,-2,-7.7,-5,45,-8.6,18,-1,CS(=O)(=O)N1CCc2cc(S(=O)(=O)Nc3ccc4c(c3)OCCO4)ccc21
-16,7,-2,-2.3,-3,6,-0.8,36,6,O=C(CSc1ccc2nnc(CCNC(=O)c3ccc(F)cc3)n2n1)NCC1CCCO1 (stereo unspecified)
-4,5,0,-2.9,-6,-1,-3.1,15,-1,O=C(C(c1ccccc1)c1ccccc1)N1CC[C@@]2(O)CCCC[C@H]2C1
0,1,2,-1.8,-14,1,-1.9,-23,2,O=C(O)COc1ccc2c(c1)OCCO2
-17,-1,4,-2.7,-16,14,-2.7,31,-3,CCOC(=O)C1CCCCN1C(=O)c1oc2c(Cl)cc(C)cc2c1C (stereo unspecified)
5,5,5,-1.1,2,42,-0.1,15,-15,Cc1ccc(SC(CC(=O)c2ccc(C)cc2)C(=O)O)cc1 (stereo unspecified)
-12,-6,4,-2.5,1,17,-0.9,-11,2,COC(=O)c1cc(S(=O)(=O)N2CCC(C)CC2)ccc1F
-1,2,6,-4.4,-18,5,-3.0,24,-5,COc1ccc(C)cc1S(=O)(=O)N(C)CC(=O)N1CCCC1
-13,2,6,-2.8,-8,16,-2.1,21,3,CCN(CCCNC(=O)C1CCN(S(=O)(=O)c2cnc[nH]2)CC1)c1ccccc1
7,7,2,-2.4,-11,11,4.2,3,5,CCNS(=O)(=O)c1cc(-c2nnc(OC)c3ccccc23)ccc1C
-10,4,0,-2.2,-9,9,-1.3,10,-7,CCOc1ccc(N(C(=O)c2snc(C(N)=O)c2N)C(C(=O)NCC2CCCO2)c2ccco2)cc1 (stereo unspecified)
-2,1,-1,-2.4,2,-12,-2.7,39,-1,CCCC(C)NC(=O)Cn1c(=O)c2c(ncn2CCC(C)C)n(Cc2ccccc2)c1=O (stereo unspecified)
-5,-8,1,-2.0,-4,2,-0.3,40,4,CCOC(=O)c1ccc(NC2c3ncccc3C(=O)N2Cc2ccc(F)cc2)cc1 (stereo unspecified)
2,-3,4,-2.1,-6,13,-3.3,50,0,O=C(O)CSc1c2c(nc3cc(C(=O)Nc4cccc(C(F)(F)F)c4)ccc13)CCC2
-4,-2,7,-1.2,1,-2,48*,-19,16,C=C(C)Cn1c(-c2cccs2)n[nH]c1=S
-8,-1,-1,-1.1,-4,14,-3.3,-35,-15,CN(C)C(=O)C[n+]1cccc(/C=N/O)c1
-2,5,0,-3.2,-11,-5,-3.7,28,6,CC1=C([N+](=O)[O-])C(c2ccccc2C(F)(F)F)NC(=O)N1C (stereo unspecified)
-2,-1,-3,-0.8,-4,5,0.3,22,-6,Cc1nc(COc2ccc(C(=O)Nc3ccccc3N3CCOCC3)cc2)cs1
10,4,0,-1.4,11,13,3.7,40,15,CCOC(=O)COc1ccc(Br)cc1/C=C1\SC(N)=NC1=O
-7,4,5,-2.2,6,39,0.0,11,1,Cc1ccc(S(=O)(=O)N(C)Cc2nc(-c3ccncc3)no2)cc1
4,0,-2,-2.9,-19,-6,-1.5,-17,2,COc1ccccc1NC(=O)N1c2ccccc2NC(=O)CC1C (stereo unspecified)
1,6,6,-0.9,18,-1,-0.9,-27,-5,COc1ccc(-c2csc(NC(=O)CSc3nnc(Nc4ccccc4C)s3)n2)cc1
-9,6,1,-1.2,-10,9,-3.5,24,-2,N/C(=N\OC(=O)c1cccc2ccccc12)c1ccccn1
4,2,3,-1.1,-21,10,-0.8,-2,-4,O=C(NN1CCOCC1)c1ccccc1F
6,2,4,-2.4,-12,-6,-0.4,18,-9,CCOC(=O)c1ccc(NC(=O)CSc2nc(C)cc(=O)[nH]2)cc1
-7,3,3,-2.2,-11,-4,-2.0,2,1,CCCCNC(=O)CSc1nc2n[nH]c(C)c2c(=N)n1-c1cccc(Cl)c1C
-6,6,4,-2.8,-7,1,-0.2,33,8,Cc1cccc(CSc2ncc(CO)n2C)c1
-7,-4,-1,-2.0,3,26,-1.8,1,-1,CCNC(=S)N1CCN(CC(=O)Nc2ccc(Br)cc2)CC1
4,1,-2,-2.8,-13,7,-7.0,5,1,CCOc1ccc(N2CC(C(=O)Nc3ccccc3F)CC2=O)cc1 (stereo unspecified)
-6,/,1,-1.1,0,-1,1.0,1,-7,C#CCSc1[nH]c(=O)cc(C)c1C#N
-9,5,0,-3.2,-3,21,-2.6,-9,-5,Cc1cc(NC(=O)Cn2c(C)nc3ccccc3c2=O)ccc1Br
-14,-2,6,-3.0,-18,7,-1.7,18,10,CCOC(=O)CC/C(C)=N\N=C1\SC(CC(=O)O)C(=O)N1c1ccccc1 (stereo unspecified)
